# High-throughput results: PubChem BioAssay, Broad Institute
# Wnt act: activators of Wnt/beta-catenin signaling; Wnt/beta-catenin reporter cell assay, activator, plate reader; activation, % at 9.35 µM; hit rate 1.2% among 300,000; in the data active = activation above about 30%, passing the limit was not always enough; inconclusive = no clear call, values can overlap the other calls;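 note: 0% = neutral control wells and 100% = positive control wells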
# Starred values were filed as active, the others as inactive; ? = inconclusive.
molecule | Wnt act
N#Cc1ccc(Nc2nc(-c3ccccc3)c(C(=O)c3ccccc3)s2)cc1 | -0.8
COc1ccc(C(C(=O)NC2CCCC2)n2c(C3CCN(C(C)=O)CC3)nc3ccccc32)cc1 (stereo not given) | ?
CCOC(=O)C1(C)CCCN1C(=O)c1ccc(C(=O)OC)cc1 (stereo not given) | -3.5
Cc1ccc(S(=O)(=O)NC(=O)C2(C)CCN2C(=O)C2(c3ccc(Cl)cc3)CCC2)nc1 (stereo not given) | -0.1
CC1(C(=O)NS(=O)(=O)c2cccc(C#N)c2)CCN1C(=O)c1cccc2ccccc12 (stereo not given) | -8.2
CS(=O)(=O)c1ccc(-c2cccc(NC(=O)c3ccc4c(c3)OCO4)c2)nn1 | -2.4
Cc1ccccc1N(CC(=O)NC(C)(C)C)C(=O)c1ccc(-c2ccccc2)[nH]1 | -2.2
CC(=O)NC(c1ccc(F)c(F)c1)c1nc(-c2ccc(F)c(Cl)c2)cs1 (stereo not given) | -1.0
C[C@H](O)[C@@H]1C(=O)N2CCc3c([nH]c4c(-c5ccccc5)cccc34)[C@@H]2C[C@@H]1N(C)C(=O)/C=C/c1ccccc1 | -13.3
COc1cc(C(O)c2nc(-c3cncnc3)cs2)ccc1F (stereo not given) | -2.7
O=c1ccc(-c2nc3ccccc3n2C(CCc2ccccc2)c2nc3ccccc3[nH]2)c[nH]1 (stereo not given) | -1.6
COc1ccc(CCC(=O)N2c3ccccc3N=C(c3ccc(C(F)(F)F)cc3)C2C(=O)NC(C)C)cc1 (stereo not given) | 17.9

molecule | Wnt act
CCNC(=O)C1(C)CCCN(C(=O)/C=C/c2ccccc2)C1 (stereo not given) | -2.6
O=C(O)c1ccc(CSc2nc3c(c(=O)[nH]2)CCC3)cc1 | -2.6
COc1ccc(-c2coc3c(C(=O)N4CCN(C)CC4)cccc23)c(C)c1 | -1.6
CCNC(=O)C1(C)CCN(C(=O)c2ccc(C(F)(F)F)cc2)C1 (stereo not given) | -3.6
Nc1ncnc2c1ccn2[C@H]1CN(Cc2ccc(Cl)cc2)C[C@@H](CO)O1 | -2.1
Cc1ccc(-c2nc3c(Cl)cc(C(F)(F)F)cn3c2Cc2ccccc2)cc1 | -2.5
COc1ccc(CNS(=O)(=O)c2cc(Br)ccc2Br)cc1 | -2.7
O=C(/C=C/c1cccs1)NC1CCS(=O)(=O)C1 (stereo not given) | -1.6
COCCCN1C(=O)C(CC(=O)NC(c2ccccc2)c2ccccc2)CC(C(=O)N2CCCCCC2)=C1C (stereo not given) | -1.6
COC(=O)c1cc(=O)n(Cc2ccco2)c(=Nc2ccccc2)s1 | 6.6
CC(O)(c1cccc(F)c1)c1nc(-c2cnc3ccccc3c2)cs1 (stereo not given) | 1.5
CCC(=O)N1CCC1(C)C(=O)Nc1cc(-c2ccccc2)nn1C (stereo not given) | 0.9

molecule | Wnt act
O=C(/C=C\c1ccc2c(c1)OCO2)Nc1nnc(SCC(=O)OCc2ccccc2)s1 | 0.7
Cc1ccccc1NC(=O)c1snc2c(=O)[nH]cnc12 | -0.9
CCOC(=O)C1=C[C@@H](c2ccccc2)N(S(=O)(=O)c2ccc(C)cc2)[C@H]1c1cccc(Cl)c1 | -2.0
COCCNC(=O)CCCn1c(=O)c2cc(OC)c(OC)cc2n(CC(=O)c2ccc(Cl)cc2)c1=O | -2.3
Cc1ccc2nc(-c3cccc(Br)c3)c(CC3CCCCC3)n2c1 | 23.7
CC(=O)OCC(C)n1c(=O)c2ccccc2n1C(C)=O (stereo not given) | 0.0
Nc1ncnc2c1ncn2[C@@H]1O[C@H](C(=O)N2CCN(c3ccc(Cl)cn3)CC2)[C@@H](O)[C@H]1O | -1.5
COc1cccc(C(O)c2nc(-c3ccc(C)c(C)c3)cs2)c1 (stereo not given) | -0.1
Cc1ccc(C(=O)N2c3ccccc3N=C(c3ccccc3)C2C(=O)NC(C)C)cc1 (stereo not given) | 17.2
CC1(C(=O)NS(=O)(=O)c2ccc(F)cc2F)CCN1C(=O)CC1CCCC1 (stereo not given) | 1.6
CC(C)NC(=O)CN1CCN(C(c2ccnc3ccccc23)c2nnnn2-c2ccc3c(c2)OCCO3)CC1 (stereo not given) | -1.1
O=C(NC1CC1)c1[nH]c(C(F)(F)F)nc1-c1ccccc1 | -0.7

molecule | Wnt act
CC(C)(C)n1nnnc1C1c2ccccc2C(=O)N1CCc1c[nH]c2ccccc12 (stereo not given) | -3.0
Cc1cc2oc(=O)cc(CN3CCCC3)c2cc1C | -1.6
COc1cc([N+](=O)[O-])ccc1-c1ccc(/C=N/NC(=O)c2ccccc2O)o1 | -0.9
O=C(C[C@H]1C=C[C@@H](NS(=O)(=O)c2ccccc2)[C@@H](CO)O1)NCc1ccc(Cl)c(Cl)c1 | -1.7
CCC(=NNc1ccc([N+](=O)[O-])cc1[N+](=O)[O-])c1ccccc1 | -2.8
O=C(Nc1ccc(F)c(Cl)c1)c1csc(COCCO)n1 | 23.0
Cc1ccc(OCc2nc3ccccc3n2C(C(=O)Nc2c(C)cccc2C)C2CC2)cc1 (stereo not given) | -0.7
Cc1ccc(-c2nc3ccc(C)cn3c2Cc2cccc(Cl)c2)cc1 | 14.9
Nc1ncnc2c1ncn2[C@@H]1O[C@H](CNC(=O)OC[C@@H](N)Cc2ccccc2)[C@@H](O)[C@H]1O | -1.0
CC(C)(C)NC(=O)C(c1cc2ccccc2o1)n1c(=O)c(-c2ccco2)nc2ccccc21 (stereo not given) | -4.1
Cc1noc(C)c1-c1ccc(C(=O)Nc2cccc(C(F)(F)F)c2)c2occc12 | -1.5
CCCCCCCCN1C(=O)[C@@H](CC(=O)N2CCN(C(=O)C3CC3)CC2)C[C@@]2(C(=O)OC)C1=C[C@H](C(C)(C)C)O[C@@H]2C | -8.9

molecule | Wnt act
CC(=O)Oc1ccccc1Cn1c(C)c(C(=O)N(C)Cc2ccc(F)cc2)sc1=O | -4.8
Cc1cccc(Cc2cccc(C)c2O)c1O | -5.0
COc1ccc(NC(=O)C2CCCN2S(=O)(=O)c2ccc3c(c2)C(C)(C)C(=O)N3C)cc1 (stereo not given) | -1.4
CC(C)(C)c1ccc(C(=O)N2CCC2(C)C(=O)Nc2ccc3[nH]ncc3c2)cc1 (stereo not given) | -1.8
COC(=O)[C@]12C[C@H](CC(=O)NCc3ccc(OC)c(OC)c3)C(=O)N(Cc3ccc4c(c3)OCO4)C1=C[C@H](C(C)(C)C)O[C@@H]2C | -3.5
COCCNC(=O)C1(C)Cc2c(-c3ccc4c(c3)OCO4)ccnc2O1 (stereo not given) | -3.1
COc1ccc(N2CCN(C(=O)Cn3c(=O)[nH]c4ccccc4c3=O)CC2)cc1 | -1.0
Clc1ccc2nc(C3CCCCC3)c(Cc3ccsc3)n2c1 | -0.2
O=C(NCc1ccccc1)C1C(c2ccccc2)=Nc2ccccc2N1C(=O)c1ccncc1 (stereo not given) | 7.6
CCN(c1ccc(OC)cc1)S(=O)(=O)N1CCCC(C(=O)NC(C)c2ccccc2)C1 (stereo not given) | -2.0
NC(c1csc(NC(=O)Nc2cccc(Cl)c2)n1)C1CCCCC1 (stereo not given) | -23.7
CCC(=O)N1CCC1(C)C(=O)Nc1ccc2c(c1)CCN2C(C)=O (stereo not given) | 1.7

molecule | Wnt act
CC(=O)Nc1ccc(NC(=O)C2(C)Cc3c(-c4cccc(NC(C)=O)c4)ccnc3O2)cc1 (stereo not given) | 0.1
COC(=O)C1=C(C)N(Cc2ccccc2C(F)(F)F)C(=NCc2ccc(OC)cc2)NC1c1ccc(F)cc1 (stereo not given) | -20.8
N#CCCN(Cc1ccccc1)C(C(=O)NC1CCCCC1)c1cc2ccccc2o1 (stereo not given) | -3.1
O=C(NCc1ccccc1)[C@H]1CCCN1C(=O)[C@H]1CCCN1C(=O)c1ccccc1 | -2.0
C[C@H](O)[C@@H]1C(=O)N2CCc3c([nH]c4ccccc34)[C@@H]2C[C@@H]1N(C)C(=O)Nc1cccc2ccccc12 | -2.8
C[C@H](NC(=O)CC[C@H]1O[C@@H](n2ccc(=O)[nH]c2=O)[C@H](O)[C@@H]1O)c1cccc2ccccc12 | -1.5
Fc1ccc(-c2nc3c(Cl)cc(C(F)(F)F)cn3c2Cc2cccc(Cl)c2)cc1 | -0.8
COc1ccc(C(O)c2nc(-c3cnc4ccccc4c3)cs2)cc1 (stereo not given) | 1.7
Cc1cccnc1C1=NOC(Cc2ccccc2)C(=O)N1Cc1ccc2c(c1)OCO2 (stereo not given) | -1.5
COc1ccc(-c2csc(C(O)c3ccc(F)cc3)n2)cc1 (stereo not given) | 27.8
O=C(NCC(O)c1nc2ccccc2[nH]1)c1cc2ccccc2[nH]1 (stereo not given) | -0.7
O=C(Nc1ccc(F)cc1)C(c1cccc(F)c1)N1CCN(c2ccncc2)CC1 (stereo not given) | 10.2

molecule | Wnt act
CCc1nc2ccc(C(=O)NCCNC(C)=O)cn2c1N(CCC(C)C)CCN(C)C | -2.4
COc1ccc(-c2c(C(=O)c3ccccc3)[nH]c(N)c2C(N)=O)cc1OC | 2.1
COc1ccc(CN2C(=O)c3ccccc3C2c2nnnn2-c2c(C)cccc2C)cc1OC (stereo not given) | -2.1
COC(=O)C1=C(C)N(CC(C)C)C(=S)NC1c1cccc(OC)c1 (stereo not given) | -2.8
COC(=O)Cc1[nH]c(Cl)nc1C(N)=O | 2.0
CC(C)n1nnnc1C1c2ccccc2C(=O)N1Cc1cccs1 (stereo not given) | -1.8
COc1cccc(-c2ccc3c(c2)[C@@H]2C[C@H]4[C@@H](CN2CC3)[C@H](C)ON4C)c1 | 0.4
CCCCc1c(-c2ccc(F)cc2)ncn1CCc1ccccc1OC | -8.1
Cc1ccc(C=NNC(=O)C(=O)Nc2ccc(Cl)c([N+](=O)[O-])c2)cc1 | -0.3
CCN(CC)C(=O)c1cccc(-c2csc(C(C)(O)c3ccc(OC)cc3)n2)c1 (stereo not given) | -0.7
O=C(Cn1c(=O)oc2cc(S(=O)(=O)N3CCCC3)ccc21)Nc1ccccn1 | -1.9
FC(F)(F)c1ccccc1Cc1c(-c2ccco2)nc2ccc(Br)cn12 | -1.9

molecule | Wnt act
CC(=O)C1=CCC(c2ccc(C(C)C)cc2)N(S(=O)(=O)c2ccc(C)cc2)C1 (stereo not given) | -1.1
COC(=O)[C@]12C[C@H](CC(=O)NCCC(C)C)C(=O)N(Cc3ccc4c(c3)OCO4)C1=C[C@H](COCc1ccccc1)O[C@@H]2C | -2.5
C=CCCN1[C@@H](Cc2ccccc2)COc2ccccc2S1(=O)=O | -2.1
O=C(Nc1c(-c2ccc(Cl)cc2)[nH][nH]c1=O)c1ccccc1Cl | -2.9
CC(=O)Nc1cnc(-c2ccccc2C(F)(F)F)cn1 | 0.7
O=C(NCCN1CCC(n2c(=O)[nH]c3ccccc32)CC1)c1ccc(Cl)cc1Cl | 0.5
Cn1ccc2c(N3c4ccccc4CCc4ccccc43)cc3c(c21)C1CCC3C1 (stereo not given) | -1.2
Cn1ccc2c(-c3ccc(C(N)=O)cc3)cc3c(c21)C1CCC3O1 (stereo not given) | -1.3
CCCCCCC12C(=Cc3cc4c(cc31)OCCO4)c1cc(OC)c(OC)cc1C(CC(=O)NCc1ccccc1)N2C(=O)OC (stereo not given) | -10.6
CCOC(=O)C1(C)CCN1C(=O)c1cccc2ccccc12 (stereo not given) | 0.8
OC[C@@H]1CN(Cc2cccs2)C[C@H](n2cnc3c(NC4CCC4)ncnc32)O1 | -4.0
O=C(NCc1cccs1)c1ccc2sc([C@@H]3O[C@H](CO)[C@H](O)[C@H](O)[C@H]3O)nc2c1 | 1.1

molecule | Wnt act
Cc1ccc(F)cc1C(=O)N1CCOCC1c1cc(C(=O)Nc2ccccc2)no1 (stereo not given) | -2.3
COCCNC(=O)C1(C)CCN(C(=O)c2cc(C)nn2C(C)(C)C)C1 (stereo not given) | 13.1
Cc1cccc(C)c1-n1nnnc1C1(C)CCC(=O)N1Cc1cccnc1 (stereo not given) | 1.5
CC(=O)Oc1ccc(Cn2c(C)c(C(=O)NCCC#N)sc2=O)cc1 | -3.9
C=CCN=C1NC(c2cccc(C(F)(F)F)c2)C(C(=O)OC)=C(C)N1Cc1ccccc1C(F)(F)F (stereo not given) | -3.4
CCOC(=O)[C@]12CCCC=C1N(Cc1cccc3ccccc13)C(=O)[C@H](CC(=O)N1CCC(c3ccccc3)CC1)C2 | -1.5
OC(c1ccc(-c2ccccc2)cc1)c1ncc(-c2ccc(F)cc2)[nH]1 (stereo not given) | -3.8
CN1CCC(N2CCN(C3CN(Cc4cn(Cc5ccc(F)cc5)nn4)S(=O)(=O)C3)CC2)CC1 (stereo not given) | -4.3
CC(=O)NC(c1ccccc1)c1nc(-c2ccc(F)c(Cl)c2)cs1 (stereo not given) | 1.8
CCCc1nc2c3ccccc3ccn2c1Cc1ccc(OC)cc1C | -1.2
Nc1nc2ccc(Cl)cc2cc1C(=O)NCCc1ccc(Cl)cc1Cl | -0.2
O=C(NCc1cccc(Cl)c1)c1ccc(-c2ccc(F)c(F)c2)c2ccoc12 | -0.1
CCCCn1nnnc1C(c1cc2ccccc2o1)N(C)Cc1ccccc1 (stereo not given) | -3.5
Cc1ccc2nc(-c3ccc(F)cc3)c(CC3CCCCC3)n2c1 | 18.1

# This is a subset; rates above refer to the full screens.
